Bioassay records (PubChem BioAssay)
Lipid storage S3 – qHTS Assay for Lipid Storage Modulators in Drosophila S3 Cells | Drosophila S3 cells, BODIPY lipid droplet fluorescence, 18-24 h; cells fed with added oleic acid | lipid storage change, negative = inhibition, % at the top dose, mostly 46.1 µM; hits show Potency in µM | 320,000 tested, 0.64% active | AID 2685; active = well fitted inhibition curve with a large enough effect in the signal ratio, with a control signal flat, not every such curve was filed as active; inconclusive = small, poorly fitted or top-dose-only effect, or effect the other way, or a change in a side signal; the % refers to the signal ratio
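Drosophila S3 cells loaded with oleic acid (400 uM, as added) and compounds at several concentrations; lipid droplets imaged by 488-nm laser-scanning cytometry, 500–530 nm intensity and object ratio to cell channel. Percent activity normalized to 20 uM Triacsin C.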
Lipid storage S3 cell count max – further read-out of Lipid storage S3, marked with its call; cell number change, %; measured here: cell count max response;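 cells counted by Cell Tracker Red CMTPX staining in the red channel; peak over a dose series mostly up to 46.1 µM; percent activity relative to internal control wells on each plate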
The depositor's hits bear a star; i = inactive; u = inconclusive; x = not tested or not shown; [ ] = remark or other dose. % is scaled to controls: 0 for no effect and ±100 for the full control effect; potency is read from the fitted curve at half-maximal effect. The list is partial; rates above refer to the full screens.

Order of results: Lipid storage S3	Lipid storage S3 cell count max
> N#Cc1ccc(CN2CCN(C(=O)CNC(=O)Cc3cccc4ccccc34)CC2)cc1
→ u	x
> COc1ccc(S(=O)(=O)N(C)C)cc1NC(C)C(=O)Nc1cccc(C#N)c1 (stereo unspecified)
→ u	x
> CC1CN(CCOCCSc2ccccc2)CC(C)O1 (stereo unspecified)
→ u	x
> O=C(Nc1ccc(S(=O)(=O)N2CCOCC2)cc1)c1ccccc1
→ -6.5%	-4.3
> COc1cc(OC)c(NC(=O)[C@@H]2CCC(=O)N2C2OC(=O)c3c2ccc(OC)c3OC)cc1Cl (stereo partly specified)
→ u	x
> Cc1ccc(C(=O)NCC(=O)OCC(=O)c2ccc(Cl)s2)cc1
→ 13.6%	9.0
> O=C(c1ccc(S(=O)(=O)N2CCOCC2)cc1)N1CCc2ccccc2C1
→ i	x
> O=C(O)CCCC(=O)NCc1ccccn1
→ i	-12.7
> CN1CCc2nc(NC(=O)COc3ccc4ccccc4c3)sc2C1
→ 0.2%	7.6
> N#C/C(=C\c1ccc(O)cc1)c1nc2ccccc2o1
→ u	x
> N#C/C(=C\c1cccc(O)c1)C(=O)Nc1ccc2c(c1)OCCO2
→ -23.6%	-0.7
> O=C(CN1C(=O)CSc2ccc(S(=O)(=O)N3CCOCC3)cc21)NCc1ccc(Cl)cc1
→ u	x
> COc1ccc(S(=O)(=O)N2CCc3ccccc3C2)cc1C(=O)O
→ u	x
> COc1ccc(OCCCC(=O)Nc2nc(C)c(C(C)=O)s2)cc1
→ u	x
> CCCC/C(C)=N/NC(=O)NC1CCCCC1
→ 2.5%	2.7
> Cc1ccc(NC(=O)c2ccccc2N(C)S(C)(=O)=O)cc1C
→ u	x
> O=C(NCCOCc1ccc(Cl)cc1)c1ncn[nH]1
→ -10.9%	0.6
> COc1cc(/C=C2\SC(=O)NC2=O)ccc1Oc1ccc([N+](=O)[O-])cc1[N+](=O)[O-]
→ u	x
> Cc1ccc(Nc2cc(C)c3c(O)cccc3n2)cc1C
→ u	x
> CCC(C)NC(=O)C1(O)c2cc(Br)ccc2NC(=O)N1c1cccc(OC)c1 (stereo unspecified)
→ 0.0%	0.6
> COc1cc(OC)cc(-c2ncc3ccccn23)c1
→ 5.9%	0.4
> N/C(=N\OC(=O)c1ccccc1)c1ccn[nH]1
→ 17.5%	14.4
> Nc1ccc(Sc2ccc([N+](=O)[O-])cc2)cc1
→ 5.5%	-4.2
> CCOC(=O)C1CCN(C(=O)c2sc3nc(C)nc(N4CCC(C)CC4)c3c2C)CC1
→ -1.6%	-7.0
> Cc1cccc(N(Cc2cc3ccccc3[nH]c2=O)S(C)(=O)=O)c1
→ 7.0%	13.0
> Cn1c(SCC(=O)NCc2ccc3c(c2)OCO3)nc2scc(-c3cccs3)c2c1=O
→ 5.8%	-16.0
> CC[C@@]12C(=O)N(c3ccccc3)C(=O)N1[C@H](c1ccc(OC)cc1)[C@@H]1C(=O)N(C(C)(C)C)C(=O)[C@@H]12
→ u	x
> O=C(c1ccc(CNc2c(N3CCCC3)c(=O)c2=O)cc1)N1CC=C(c2ccccc2)CC1
→ u	x
> Nc1nc(O)c(CC(=O)O)s1
→ u	x
> Cc1cccc(/C=N/NC(=O)c2c(-c3ccccc3)noc2C)c1O
→ 2.3%	-2.6
> O=C(c1ccccc1)N1CCC(CC2CC(c3cccc(Br)c3)=NO2)(C(=O)NCC2CCCCC2)CC1 (stereo unspecified)
→ -12.0%	21.3
> Cc1ccc(-n2ncc3c(NNC(=O)c4ccco4)ncnc32)cc1Cl
→ u	x
> CCN(CC)c1cc(C(F)(F)F)nc(-c2ccccn2)n1
→ 2.3%	15.6
> Cc1ccc(NC(=O)Nc2sc(=S)n(C)c2C)cc1
→ i	-11.4
> O=C(/C=C/c1ccco1)c1cccnc1
→ u	x
> CCCc1cc(=O)[nH]c(SCC(=O)N(CC)Cc2ccccc2)n1
→ u	x
> CCC(c1nnnn1C(C)(C)C)N1CCN(Cc2ccccc2OC)CC1 (stereo unspecified)
→ u	x
> Cc1cc(C)c2nc(NC(=O)C3CSC4(C)CCC(=O)N34)sc2c1 (stereo unspecified)
→ 3.8%	-0.2
> COc1cc2c(cc1OC)C(c1ccccc1Cl)N(C)CC2 (stereo unspecified)
→ u	x
> CC(=O)Nc1ccc(NC(=O)Cn2nc(C(=O)Nc3ccc(C)cc3)ccc2=O)cc1
→ i	-1.8
> S=C(NCc1ccco1)N1CCN(c2cccc(Cl)c2)CC1
→ u	x
> CCOc1ccccc1Nc1nnc(SCC(=O)N2CCCC2)s1
→ u	x
> CCn1c(=O)cc(SCC(=O)NCc2ccc(C)cc2)c2ccccc21
→ i	-26.4
> Cc1nc(CCN2C(=O)c3ccccc3C2=O)cs1
→ -4.4%	-10.9
> C/C(=N\NC(=O)c1sccc1C)c1cccnc1
→ u	x
> O=C(O)c1[nH]c2ccccc2c1C(c1c(F)cccc1Cl)c1c(C(=O)O)[nH]c2ccccc12
→ -21.3%	0.6
> O=C(Nc1nc(-c2ccc3ccccc3c2)cs1)C1CCN(S(=O)(=O)c2cccs2)CC1
→ 15.3%	x
> Cc1cccc(OCCCC(=O)NCCc2ccccc2)c1
→ u	x
> CCCC(=O)Oc1c(S(=O)(=O)c2ccc(C)cc2)c(C)nn1C(C)(C)C
→ -0.6%	23.9
> CCC(=O)N1CCN(c2ccccc2NC(=O)COc2cccc(C)c2)CC1
→ u	x
> Cc1ccc(OCCOC(=O)c2cccc(S(=O)(=O)N3CC(C)OC(C)C3)c2)cc1 (stereo unspecified)
→ u	x
> COc1ccccc1NS(=O)(=O)c1cc(C(=O)N2CCCC2)ccc1F
→ u	x
> CC1CN(C(=O)CN2C(=O)NC(C)(c3ccccc3)C2=O)CC(C)O1 (stereo unspecified)
→ u	x
> CN1CCN(S(=O)(=O)c2ccc(NC(=S)NC(=O)C3CCCCC3)cc2)CC1
→ 16.0%	-6.2
> O=C(NCCc1ccc(Cl)cc1)C1=CC=CN2CCS(=O)(=O)N=C12
→ 4.4%	-18.4
> COc1cc(/C=N/NC(=O)c2cccnc2)ccc1OCC(=O)Nc1ccc(C)cc1
→ u	x
> COc1ccc(-c2csc(NC(=O)C3=COCCO3)n2)cc1OC
→ u	x
> Cc1cc(C(F)(F)F)nn1CC(=O)N(C)c1ccccc1
→ 11.5%	0.4
> COc1ccccc1NS(=O)(=O)c1ccc(C(=O)NCCCN2CCOCC2)cc1
→ u	x
> CCOC(=O)c1ccc(NC(=O)C(CC)(CC)C(=O)OCC)cc1
→ u	x

Reformatted field by field: entries from further up.
SMILES: Cc1nc(CCN2C(=O)c3ccccc3C2=O)cs1
  Lipid storage S3: -4.4%
  Lipid storage S3 cell count max: -10.9

SMILES: C/C(=N\NC(=O)c1sccc1C)c1cccnc1
  Lipid storage S3: u
  Lipid storage S3 cell count max: x

Later entries:
Order of results: Lipid storage S3	Lipid storage S3 cell count max
> CCOc1cc(C(=O)NCCOC)cc(OCC)c1OCC
→ 9.2%	-8.5
> COC(=O)c1cn(C(=O)c2ccc(Br)o2)c2ccccc12
→ i	x
> Cc1nc(N2CCCC2)c2nnn(Cc3ccccc3Cl)c2n1
→ u	x
> CC(C)c1ccc(O)c(NC(=S)NC(=O)CCc2ccccc2)c1
→ 11.5%	-11.9
> C[C@H](NC(=O)C1CC(=O)N(c2ccc3c(c2)OCO3)C1)C(=O)NC1CCCCC1 (stereo partly specified)
→ u	x
> O=C(Oc1ccc(N(Cc2cccs2)C2=NS(=O)(=O)c3ccccc32)cc1)c1ccccc1F
→ u	x
> Cc1cc(C)n(CC(O)COCc2ccccc2)n1 (stereo unspecified)
→ u	x
> CC(=O)c1ccc(N2CCN(C(=O)/C=C/c3ccc(S(=O)(=O)N4CCOCC4)cc3)CC2)cc1
→ u	x
> O=C(N/C(=C/c1ccco1)C(=O)N1CCOCC1)c1cccs1
→ u	x
> O=C(CSCc1ccccc1Br)Nc1ccccc1
→ -1.4%	0.5
> CCc1nc(Sc2nnnn2-c2ccccc2)c2c3c(sc2n1)CCCC3
→ u	x
> CN(C)C1NC(=O)c2cc(-c3ccccc3)sc2N1 (stereo unspecified)
→ i	-25.9
> O=C(CSc1nncs1)Nc1cc(-c2ccccc2)nn1-c1ccccc1
→ u	x
> COC(=O)c1ccc(NC(C)=O)o1
→ u	x
> NC(=O)c1c(-c2ccc(Cl)cc2Cl)csc1NC(=O)Cc1ccccc1
→ u	x
> CCOC(=O)c1sc2nc(-c3ccco3)c3c(c2c1N)CC(C)(C)OC3
→ -15.3%	-20.0
> COc1ccccc1CNn1c(-c2cccc(C)c2)nc2ccccc2c1=O
→ u	x
> O=C(Nc1cccc(F)c1)Nc1ccc2c(c1)CCC2
→ u	x
> CC(=O)Nc1ccc(NC(=O)CSc2ccc(-c3cccnc3)nn2)cc1
→ 23.3%	20.1
> O=C(CSc1nnc(-c2ccc(F)cc2)n1CC1CCCO1)NCc1ccco1 (stereo unspecified)
→ -10.4%	13.6
> CCOC(=O)c1ccc(NC(=O)CC2SC(=NC)N(C)C2=O)cc1 (stereo unspecified)
→ i	x
> CCOC(=O)C1CCN(c2c(NCc3ccc(C(=O)NCCOC)cc3)c(=O)c2=O)CC1
→ 8.6%	4.0
> CCN1CCN(c2nc3ccccn3c(=O)c2/C=C(\C#N)S(=O)(=O)c2ccccc2)CC1
→ 4.7%	6.1
> COc1cccc(NC(=O)CN(C)C(=O)COc2ccc3ccccc3c2)c1
→ 8.7%	0.9
> N#C/C(=C\Nc1ccc2c(c1)OCCO2)C(=O)NCc1ccco1
→ -0.4%	x
> Cc1ccnc(N2CCCC(C(=O)NC3CC3)C2)n1 (stereo unspecified)
→ i	7.0
> C=CCc1cc(Cl)ccc1OCCNCCCOC
→ 1.6%	3.5
> COc1ccc(NC(=O)Nc2cccnc2)c(OC)c1
→ u	x
> COc1ccc(N(Cc2cc3ccccc3[nH]c2=O)S(=O)(=O)c2ccc(OC)cc2)cc1
→ u	x
> CN(C)CCCNc1ncnc2c1c(-c1ccccc1)cn2-c1ccccc1
→ 15.8%	-6.6

Structural class: the entries above with a nitro group on carbon
Order of results: Lipid storage S3	Lipid storage S3 cell count max
> COc1cc(/C=C2\SC(=O)NC2=O)ccc1Oc1ccc([N+](=O)[O-])cc1[N+](=O)[O-]
→ u	x
> Nc1ccc(Sc2ccc([N+](=O)[O-])cc2)cc1
→ 5.5%	-4.2

Further entries follow.
Order of results: Lipid storage S3	Lipid storage S3 cell count max
> CCn1ncc(CN2CCC(Oc3cc(C(=O)NC4CC4)ccc3OC)CC2)c1C
→ i	-11.3
> O=C(Cn1c(NCCO)nc2ccccc21)NCC1CCCO1 (stereo unspecified)
→ u	x
> Cc1cccnc1NC(=O)c1ccc(S(=O)(=O)NCc2ccco2)cc1
→ u	x
> Cc1sc2nc(CSc3ccccc3)nc(NCCN(C)C)c2c1C
→ -3.1%	8.4
> CCC(=O)N1c2ccccc2NC2=C(C(=O)CC(c3ccco3)C2)C1c1ccco1 (stereo unspecified)
→ i	25.8
> N#Cc1ccc2c(c1)C[C@]1(CCCCN3C(=O)c4ccccc4C3=O)Oc3c(c(=O)oc4ccc(F)cc34)C2O1
→ -2.1%[9.22 µM]	16.6
> CCO[C@H]1OC(C(=O)O)=C[C@@H](C2CCCCC2)[C@@H]1CCCO
→ i	-21.3
> O=C(CSc1nnc(CCCN2C(=O)c3cccc4cccc(c34)C2=O)n1-c1ccccc1)N1CCN(CCO)CC1
→ u	x
> O=S(=O)(NCC(c1cccnc1)N1CCN(c2ccccc2)CC1)c1cc(F)ccc1F (stereo unspecified)
→ u	x
> COc1ccc(F)cc1S(=O)(=O)NCc1ccccc1
→ -0.5%	3.2
> C[C@@H]1C=C[C@](Cc2ccccc2)(C(=O)NCC2CC2)N1C(=O)c1ccccc1
→ u	x
> N#C/C(=C(/O)C(Cl)(Cl)Cl)c1nc2ccccc2[nH]1
→ -8.0%	-3.3
> CC(C)n1nnnc1-c1cccc(Cl)c1
→ 23.2%	12.9
> COc1ccc(OC)c(NC(=O)CC2SC(=Nc3ccccc3)N(CCc3ccccn3)C2=O)c1 (stereo unspecified)
→ u	x
> CCc1ccc(C(=O)c2cncc(Br)c2)cc1
→ u	x
> O=C(Nc1cccc(Cl)c1)NC1(C(=O)NCc2cccs2)CCCCC1
→ u	x
> CCC(C)(C)n1nnnc1C(c1cc2cc(C)cc(C)c2[nH]c1=O)N1CCCC1 (stereo unspecified)
→ 8.0%	6.4
> COc1cc2c(c(OC)c1)C(c1cccc(OC)c1OC)CC(=O)N2 (stereo unspecified)
→ 0.7%	-18.6
> CC(C)N=C1NN=C(c2cccs2)C(CC(=O)O)S1 (stereo unspecified)
→ 8.1%	2.6
> CC(NS(=O)(=O)c1ccc2c(c1)CC(=O)N2C)c1ccccc1 (stereo unspecified)
→ u	x
> O=C(Nc1ccc2oc(-c3cccnc3)nc2c1)c1cc2ccccc2o1
→ u	x
> O=C(CSCc1ccccc1)N/N=C/c1ccccc1OCc1ccccc1
→ u	x
> O=C(Nc1ccc2c(c1)OCCO2)C(c1ccc(F)cc1)N1CCCCC1 (stereo unspecified)
→ u	x
> Cc1noc(C(=O)Nc2cccnc2)c1Cl
→ u	x
> CC1CCN(CCC(=O)N2CCCc3c2c(=O)oc2ccc(O)cc32)CC1
→ -18.6%	-10.4
> CCOC(=O)N1CCC(N2CCCC(C(=O)c3cc(F)ccc3OC)C2)CC1 (stereo unspecified)
→ 2.3%	8.3
> COc1cccc(NC(=O)c2ccc(OC(F)(F)F)cc2)c1
→ u	x
> Cn1c(=O)c2sccc2n(Cc2ccc(Br)cc2)c1=O
→ u	x
> COc1ccc(S(=O)(=O)Nc2ccccc2C(=O)N2CCOCC2)cc1Br
→ u	x
> O=C(O)CC1(CC(=O)NCc2cc(F)cc3c2OCOC3)CCCCC1
→ 13.0%	0.3
> COC(=O)C1=C(C)N(c2cc(Cl)cc(Cl)c2)C(=O)C1
→ u	x
